Assay outcomes as filed in PubChem BioAssay.
STEP block – inhibitors of human striatal-enriched phosphatase STEP; P54829; inhibition, % at 20 µM; AID 588621; 360,000 compounds, 0.25% hits; recombinant STEP, OMFP fluorogenic substrate, fluorescence;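 active = inhibition at 20 µM, scaled per plate between control wells, above about 37%, limit read from the data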;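 also: 0% = DMSO with enzyme and substrate and 100% = substrate only without enzyme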
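Test system: STEP tyrosine phosphatase / Reagent: OMFP at 25 µM / Doses: 20 µM, 1% DMSO / Read-out: percent inhibition scaled to no-enzyme and uninhibited-enzyme controls, plate-pattern corrected / Detection: FITC-channel fluorescence of OMFP product / Medium: Bis-Tris buffer pH 6.0, 2.5 mM DTT, 0.005% Tween 20 / Schedule: 20 min at room temperature, dark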
Rpn11 block – blocks the human proteasome subunit Rpn11; O00487; human 26S proteasome, Ub4-pepOG fluorescence polarization; 20S core pre-blocked with epoxomicin; 360,000 compounds, 0.59% hits; calls only at 20 µM;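 active = inhibition at 20 µM, scaled to each plate's controls, above about 33%, limit read from the data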
LMPTP block – LMPTP (human) inhibition; 360,000 compounds, 0.22% hits; inhibition, % at 20 µM; P24666; AID 651560; recombinant LMPTP-A, OMFP fluorogenic substrate, fluorescence intensity;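 active = compounds that cut the enzyme signal by at least half of the control window in the single-dose screen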;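 also: plate controls were DMSO wells with enzyme plus substrate for no effect and substrate without enzyme for full effect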
Target sequence (P24666 whole entry, looked up): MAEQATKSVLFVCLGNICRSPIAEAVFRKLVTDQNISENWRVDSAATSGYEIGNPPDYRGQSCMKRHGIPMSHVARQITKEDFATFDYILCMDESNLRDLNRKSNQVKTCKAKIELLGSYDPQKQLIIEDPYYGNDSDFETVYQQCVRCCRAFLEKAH
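Material: LMPTP-A; amount: 0.625 nM enzyme; doses: single 20 µM dose; times: reaction 50 min, room temperature, dark; technique: fluorescence intensity of OMFP turnover product; benchmarks: no-enzyme and uninhibited controls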
MLLE-PAM2 inh – blocks PAM2 peptide binding to the PABP1 MLLE domain; P11940; GST-MLLE / FITC-PAM2 fluorescence polarization; 360,000 compounds, 0.36% hits; inhibition, % at 20 µM; in the data active = inhibition above about 35%, passing the limit was not always enough;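 also: plate controls were DMSO wells with GST-MLLE for no effect and wells lacking GST-MLLE protein for full effect; some results filed as inactive read as strong as hits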
CSN inh – blocks human CSN-mediated cullin deneddylation; Q92905; Purified CSN, SCF-Nedd8-OG deneddylation, fluorescence polarization; inhibition, % at 12.5 µM; 360,000 compounds, 0.38% hits;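 active = pattern-corrected inhibition above about 35%, with an unprinted fluorescence ratio check between 0.5 and 1.5, limit read from the data, passing the limit was not always enough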;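 also: 0% = enzyme with substrate and 100% = substrate without enzyme; some results filed as inactive read as strong as hits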
Target sequence (Q92905 whole entry, looked up, one chain of several): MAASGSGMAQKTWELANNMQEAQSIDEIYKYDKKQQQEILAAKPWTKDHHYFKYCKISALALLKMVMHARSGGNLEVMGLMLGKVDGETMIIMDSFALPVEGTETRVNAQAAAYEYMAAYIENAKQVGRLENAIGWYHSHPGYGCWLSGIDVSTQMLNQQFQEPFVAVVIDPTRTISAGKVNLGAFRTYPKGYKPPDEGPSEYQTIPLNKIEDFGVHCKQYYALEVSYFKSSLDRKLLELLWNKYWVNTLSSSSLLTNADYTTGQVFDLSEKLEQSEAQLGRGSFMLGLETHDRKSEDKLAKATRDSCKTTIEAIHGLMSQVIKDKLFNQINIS
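Assay system: purified human Csn5 enzyme expressed in HEK293T cells; measure: % inhibition; also added: SCFSkp2-Nedd8OG substrate at 10 nM final; technique: fluorescence polarization; times: reaction 90 min, room temperature; medium: Tris buffer pH 7.5, NaCl, DTT, Tween-20, trehalose, ovalbumin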
NadD inh – blocks S. aureus nicotinate mononucleotide adenylyltransferase. purified NadD enzyme, colorimetric absorbance read-out. inhibition, % at 20 µM. 360,000 compounds, 0.78% hits. AID 602399; in the data active = inhibition above about 26%; also: some compounds past the cut are filed as inactive
Scp1 inh – inhibitors of human Scp-1 phosphatase. Recombinant Scp1, phosphopeptide, malachite green phosphate absorbance. inhibition, % at 20 µM. 340,000 compounds, 0.88% hits;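 active = inhibition above about 50% at 20 µM, limit read from the data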;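 also: plate controls were DMSO wells with enzyme for no effect and wells lacking enzyme for full effect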
Target sequence (Q9GZU7 76-261 limits assumed): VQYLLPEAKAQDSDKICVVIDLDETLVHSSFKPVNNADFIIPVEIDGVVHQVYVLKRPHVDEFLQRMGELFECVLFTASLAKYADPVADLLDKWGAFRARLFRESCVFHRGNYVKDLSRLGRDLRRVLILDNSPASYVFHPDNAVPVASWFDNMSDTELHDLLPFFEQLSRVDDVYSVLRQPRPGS
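Test system: SCP-1 catalytic domain; Buffer or medium: Acidic Tris acetate buffer with magnesium and detergent; Also added: Phosphorylated 17-residue peptide substrate; Compound: single 20 µM dose, 1% DMSO; Schedule: enzyme reaction 45 min at room temperature, colour 5 min, stabilisation 30 min; Signal: Phosphate-binding colour reagent, absorbance read at 630 nm.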
SUMO1 PPI mod – modulators of human SUMO1-mediated protein-protein interactions; P63165; SUMO1 binding to a labelled peptide, TR-FRET, 1 h; inhibition, % at 20 µM; 360,000 compounds, 0.33% hits; AID 602429; in the data active = inhibition above about 37%
Target sequence (P63165 whole entry, looked up): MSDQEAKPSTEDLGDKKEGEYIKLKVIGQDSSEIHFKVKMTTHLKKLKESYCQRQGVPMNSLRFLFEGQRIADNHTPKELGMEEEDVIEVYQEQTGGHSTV
DNMT1 inh – blocks human DNA methyltransferase DNMT1; P26358; 360,000 compounds, 0.83% hits; DNMT1 molecular beacon, Hinp1I cleavage, fluorescence; AID 588458; inhibition (reported as % activation of signal), % at 10 µM; in the data active = inhibition above about 50%
Tb MetRS inh – blocks T. brucei methionyl-tRNA synthetase activity | purified T. brucei MetRS, ATP depletion, Kinase-Glo luminescence | inhibition, % at 11.9 µM | 360,000 compounds, 0.4% hits | AID 624268;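 active = inhibition above a per-plate cutoff of the control wells' mean inhibition plus 3 SD, cut at about 5.5% in these data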;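 also: 0% = DMSO wells median and 100% = median of wells with control inhibitor compound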
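Measured by: Kinase-Glo luciferase luminescence reporting remaining unconsumed ATP. Material: purified T. brucei MetRS enzyme. Doses: 11.9 µM compound single dose, 0.9% DMSO. Medium: HEPES buffer containing pyrophosphatase, BSA, spermine, DTT. Times: 15 min preincubation, 2 h reaction, all 25 °C. Reagent: methionine, ATP and bulk E. coli tRNA.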
The depositor's hits bear a star; i = inactive; nt = not tested or not shown. No enrichment for hits, and some 3.6% of all compounds hit somewhere here.

The line under a structure holds: CSN inh, DNMT1 inh, Rpn11 block, STEP block, MLLE-PAM2 inh, LMPTP block, NadD inh, SUMO1 PPI mod, Scp1 inh, Tb MetRS inh
- COc1cccc(NC(=O)Cc2nnc(SCC(=O)NC3CCCCC3)n2C)c1
→ 1, 2, i, -1, -7, -0.7, -3, 0, 4, 3.5
- NC(=O)CSc1nnc(CSc2ncccn2)n1-c1ccccc1
→ -2, 1, i, -4, 2, -1.1, 7, -1, -10, 2.3
- CC1CCC(NC(=O)CN(C)S(=O)(=O)c2cnc[nH]2)CC1 (stereo not drawn)
→ 6, 2, i, -3, 7, -0.3, 1, -3, 0, -0.5
- CCOCCCNC(=O)CN1N=C(c2ccc(C)cc2)CCC1=O
→ 4, 0, i, -2, 6, -1.8, -4, -2, 0, -1.4
- O=[N+]([O-])c1ccc(/C=N/NC(=S)Nc2ccccc2F)o1
→ -1, -3, i, 2, 23, -0.2, 2, -21, -4, -1.1
- CC(Sc1nncn1C)C(=O)Nc1ccccc1-c1ccccc1 (stereo not drawn)
→ 2, 1, i, -2, -6, -2.1, 1, 3, -5, -1.6
- C=C1CC(C)OC(c2ccccc2OCC(O)CN2CCCCC2)C1 (stereo not drawn)
→ 3, -4, i, -1, -14, 0.1, -3, 1, -8, -0.4
- CC(C)NC(=O)C1CCN(C2CCN(CC3CC=CCC3)CC2)CC1 (stereo not drawn)
→ -2, 0, i, 0, 2, 0.6, 4, -1, -10, 0.0
- Cc1oc2cc(O)ccc2c(=O)c1-c1nncn1-c1ccccc1
→ -30, 1, i, -1, 65, 1.9, 5, 10, 10, -1.0
- COCC(=O)N1CCC(Oc2ccc(C(=O)N(C)Cc3nccs3)cc2)CC1
→ 3, 3, i, -2, 4, -0.9, 3, -2, -7, 0.1
- O=C(CCC(=O)NC1CCCCC1)NCc1ccc(F)cc1
→ 3, 1, i, 0, 2, 0.4, -8, 5, -5, -0.4
- COCCN1C(=O)C(O)=C(C(C)=O)C1c1ccc(OC)c(OC)c1 (stereo not drawn)
→ -1, 1, i, -1, 6, -1.3, 3, -2, -8, -1.2
- CON(c1nc(N(C)C)nc(N(C)C)n1)S(=O)(=O)c1ccccc1Cl
→ 1, 5, i, -1, -4, -0.6, 2, -1, 1, -1.1
- CCOC(=O)C(=O)Nc1nnc(SCc2ccc(F)cc2)s1
→ 1, 4, i, -3, -2, -1.3, -1, -2, -4, -0.1
- O=C(NCC1OCCc2ccccc21)C1COc2ccccc2O1 (stereo not drawn)
→ 11, -2, i, 0, 5, -0.6, -1, 0, -9, -0.3
- Cc1cc(C)cc(OCC(=O)Nc2ccc(N3CCCC3)cc2)c1
→ 8, 65*, i, 6, -6, 10, 57*, 3, 2, -0.6
- CSc1ncccc1C(=O)Nc1cccc(C)n1
→ -6, 1, i, -2, 3, -0.3, 6, 5, -2, -0.2
- CCC1=Nc2cc(C(=O)NCCCN3CCOCC3)ccc2Sc2ccccc21
→ -5, -5, i, -2, -4, -1.3, -3, 0, 5, -0.4
- Cc1ccc(C(C)C)c(OCc2nn(CC(=O)c3ccc(OC(F)F)cc3)c3[n+]2CCCCC3)c1
→ 2, 12, nt, -2, -28, 0.9, 8, -1, 9, -0.8
- O=C(c1ccc(F)cc1)C1CCN(C(=S)Nc2ccccc2Cl)CC1
→ 3, -6, i, 1, -75, -0.2, 0, 0, -3, -0.5
- CC(C)CC1NC(=O)N(CC(=O)N(C)C2CCCCC2)C1=O (stereo not drawn)
→ 2, 3, i, -3, 8, -0.7, 1, 5, -9, 0.5
- CS(=O)(=O)N(CC(=O)NCCSCc1c(F)cccc1Cl)c1cccc([N+](=O)[O-])c1
→ 4, 14, i, -6, -4, 1.2, -3, -3, 0, -0.6
- CN(Cc1cn(C)nc1-c1ccc(Oc2ccccc2)cc1)CC1COCCO1 (stereo not drawn)
→ -5, 0, i, 1, 9, -1.0, -4, 1, -9, -0.6
- Cc1ccc2c(c1)C(c1ccncc1)=NNC(c1cccnc1)=N2
→ -7, -2, i, -3, 0, 0.0, -1, -7, -10, 0.1
- O=C(NCCc1ccccc1)C1CCCN1C(=O)Nc1cccc(Cl)c1 (stereo not drawn)
→ -4, 1, i, -3, 7, -0.7, -1, -3, -2, 0.2
- N#C/C(=C\C=C\c1ccccc1)C(=O)NCc1ccco1
→ -5, 6, i, -1, 5, 1.3, -6, -16, -7, 0.4
- Cc1ccc(C(=O)c2cc([N+](=O)[O-])ccc2N2CCN(C)CC2)cc1
→ 7, 3, i, -1, 6, -0.4, 1, -19, -7, -0.2
- O=C(CN(Cc1ccco1)C(=O)c1cc(=O)[nH]c2ccccc12)Nc1ccccc1C(F)(F)F
→ 1, 1, i, 2, -5, -0.8, 1, -4, -7, -0.6
- O=C(NCC(=O)N1CCCCCCC1)c1ccco1
→ 4, 3, i, 0, 15, -1.8, 4, -5, -9, -0.2
- CCC(C)(C)NC(=O)CN(C(=O)C(=O)Nc1ccc2c(c1)OCCO2)N1CCOCC1
→ -1, 1, i, -1, 3, -0.3, -5, -1, 37, 0.1
- Cc1[nH]cnc1CSCc1ccc(Cl)cc1
→ -6, -4, i, -2, 4, 2.0, -2, 2, -9, 0.1
- CC1Cc2ccccc2N1CC(=O)NC(=O)NCc1ccco1 (stereo not drawn)
→ 5, -17, i, 2, -14, 1.0, 32*, 2, -2, 0.4
- CC(NC(=O)C(C)N1CCN(S(=O)(=O)c2ccccc2)CC1)c1ccccc1 (stereo not drawn)
→ 3, 0, i, -2, 2, -1.4, -1, 1, 0, 0.1
- COc1ccc(CNC(=O)c2n[nH]c3ccccc23)cc1OC
→ -6, -5, i, -5, 9, -1.8, 1, 0, -5, 0.4
- CC/C=C(/NC(C)=O)c1ccccc1
→ -5, 2, i, -1, 4, 0.6, 3, 2, -6, -0.3
- CC(=O)c1ccc(Oc2cc(-c3ccccc3)nc(-c3ccccc3)n2)cc1
→ 1, 8, i, 0, 1, 0.9, -8, 0, -2, -0.7
- Cc1ccc(C(=O)OCc2cc(=O)n3ccsc3n2)s1
→ 0, 2, i, -5, 11, 0.0, 1, 29, -7, 0.4
- O=C(NCc1ccco1)C(c1ccccc1F)N(CC1CCCO1)C(=O)Cn1nnc2ccccc21 (stereo not drawn)
→ -7, 1, i, -4, 3, -4.6, -6, 1, -10, -0.5
- COC1CCN(C(=O)C2CCC(=O)N(CCc3cccc(F)c3)C2)CC1 (stereo not drawn)
→ -4, 1, i, -1, -6, -1.8, -4, -2, 2, -0.6
- Cc1ccccc1N(CC(=O)NC1CCCCC1)C(=O)CCC(=O)Nc1nccs1
→ 0, 2, i, 0, -5, -0.4, -3, 5, -5, -0.1
- CC(=O)c1ccc(N(C(=O)Cc2c[nH]c3ccccc23)C(C(=O)NC2CCCCC2)c2cccs2)cc1 (stereo not drawn)
→ 10, -13, i, 7, -19, 3.8, 28, -1, -11, 0.0
- C=CCOc1ccccc1CNCCc1ccc(S(N)(=O)=O)cc1
→ -6, 3, i, 1, -4, -0.2, 9, -1, -4, 0.5
- Cn1cc(CNC(=O)C2CCC(=O)N(Cc3ccc(Cl)cc3)C2)cn1 (stereo not drawn)
→ 1, -2, i, -4, 2, -0.6, -2, -1, -5, -0.1

Laid out differently: entries from further up
compound	CSN inh	DNMT1 inh	Rpn11 block	STEP block	MLLE-PAM2 inh	LMPTP block	NadD inh	SUMO1 PPI mod	Scp1 inh	Tb MetRS inh
O=C(NCC(=O)N1CCCCCCC1)c1ccco1	4	3	i	0	15	-1.8	4	-5	-9	-0.2
CCC(C)(C)NC(=O)CN(C(=O)C(=O)Nc1ccc2c(c1)OCCO2)N1CCOCC1	-1	1	i	-1	3	-0.3	-5	-1	37	0.1
Cc1[nH]cnc1CSCc1ccc(Cl)cc1	-6	-4	i	-2	4	2.0	-2	2	-9	0.1
CC1Cc2ccccc2N1CC(=O)NC(=O)NCc1ccco1 (stereo not drawn)	5	-17	i	2	-14	1.0	32*	2	-2	0.4
CC(NC(=O)C(C)N1CCN(S(=O)(=O)c2ccccc2)CC1)c1ccccc1 (stereo not drawn)	3	0	i	-2	2	-1.4	-1	1	0	0.1
COc1ccc(CNC(=O)c2n[nH]c3ccccc23)cc1OC	-6	-5	i	-5	9	-1.8	1	0	-5	0.4
CC/C=C(/NC(C)=O)c1ccccc1	-5	2	i	-1	4	0.6	3	2	-6	-0.3
CC(=O)c1ccc(Oc2cc(-c3ccccc3)nc(-c3ccccc3)n2)cc1	1	8	i	0	1	0.9	-8	0	-2	-0.7
Cc1ccc(C(=O)OCc2cc(=O)n3ccsc3n2)s1	0	2	i	-5	11	0.0	1	29	-7	0.4
O=C(NCc1ccco1)C(c1ccccc1F)N(CC1CCCO1)C(=O)Cn1nnc2ccccc21 (stereo not drawn)	-7	1	i	-4	3	-4.6	-6	1	-10	-0.5
COC1CCN(C(=O)C2CCC(=O)N(CCc3cccc(F)c3)C2)CC1 (stereo not drawn)	-4	1	i	-1	-6	-1.8	-4	-2	2	-0.6
Cc1ccccc1N(CC(=O)NC1CCCCC1)C(=O)CCC(=O)Nc1nccs1	0	2	i	0	-5	-0.4	-3	5	-5	-0.1
